# Compound activity from PubChem.
# mouse EphA4 binding = EphA4 ligand-binding antagonists – biochemical, colorimetric, mouse EphA4, primary screen (AID 689) | inhibition, % at 10 µM, or IC50 in µM where a hit was titrated | actives 0.1% (n = 62,000) | EphA4-AP binding to KYL peptide, pNPP A405; higher % means a stronger effect; in the data active means a potency from the dose series; inactive means the rest, 99 in 100 with inhibition below about 22%
# Numbers without * were called inactive. The list is partial; rates above refer to the full screens.
compound | mouse EphA4 binding
CCOc1ccc(NC(=O)CC2S/C(=N\N=C\c3ccccc3OC)NC2=O)cc1 (stereo not drawn) | 4%
CCOc1cc(/C=C2/C(=O)ON=C2C)ccc1OCc1ccc(F)cc1 | -12%
CN(CCC#N)C(=O)c1ccc(CNS(=O)(=O)c2ccc(F)cc2)cc1 | -8%
O=C1c2ccccc2S(=O)(=O)N1Cc1cccc(S(=O)(=O)N2CCOCC2)c1 | -7%
Cc1cc(C)nc(/N=C(\N)Nc2ccc(Cl)cc2C(=O)c2ccccc2)n1 | -3%
O=C(O)c1cccc(NC(=S)NC(=O)C(c2ccccc2)c2ccccc2)c1 | 0%
Cc1ccccc1C(=O)Nc1ccc(Cl)cn1 | 0%
COc1ccc(Nc2cc(=O)n(C3CCCCC3)c(=O)[nH]2)c(OC)c1 | -8%
O=[N+]([O-])c1ccc(C2Nc3ccc(OC(F)(F)F)cc3C3C=CCC32)cc1 (stereo not drawn) | -1%
C=CCOc1c(Br)cc(/C=C2\C(=O)NC(=O)N(c3ccc(Cl)cc3)C2=O)cc1OC | 31%
CC(O)(CS(=O)(=O)Cc1ccccc1Cl)C(=O)Nc1cccc(C(F)(F)F)c1 (stereo not drawn) | -25%
O=C(O)CCN1C(=O)/C(=C/c2cccc(OCc3ccccc3)c2)SC1=S | 4%
Cc1ccc(C2CC(c3cccs3)=NN2C(=O)c2ccc(Br)o2)cc1 (stereo not drawn) | 8%
CCOC(=O)C1C(=O)C=C(c2ccc(C)cc2)CC1c1ccco1 (stereo not drawn) | -12%
COc1ccc(CC(=O)Nc2cc(NC(=O)Cc3ccc(OC)cc3)cc(C(=O)NC(C)(C)C)c2)cc1 | -2%
CCn1c(=O)cc(OCC(=O)Nc2ccc(C)cn2)c2ccccc21 | -18%
COc1ccccc1C(=O)NC(CCSC)C(=O)NCC(c1ccco1)N(C)C (stereo not drawn) | -8%
CCN(CC)S(=O)(=O)c1ccc(Oc2cccc(C(C)=O)c2)nc1 | -4%
COc1cc(OC)cc(-c2nc(-c3cc4cc(C)ccc4nc3OC)no2)c1 | -2%
Cc1cc(C)c2c(N=NN(C)C)[nH]nc2n1 | -2%
COc1ccc(SCc2noc(C(=O)NC(C)C)c2C(=O)O)cc1 | -9%
COc1ccc(OC)c(C2N(c3cc(C)on3)C(=O)C3CCCN32)c1 (stereo not drawn) | -6%
Cc1ccc(C)c(NC(=O)c2ccc3ccccc3n2)c1 | 1%
COc1ccccc1-c1nn2c(C3COc4ccccc4O3)nnc2s1 (stereo not drawn) | -1%
CCC(C)NC(=O)COc1ccc2ccccc2c1 (stereo not drawn) | 5%
COc1cc(C(=O)Nc2c(C)cccc2C(C)C)c(Br)c(OC)c1OC | -8%
Cc1cc(NC(=O)C(C)C)ncc1NC(=O)c1cccc(F)c1 | -17%
O=C1CCCC2=C1C(c1ccc(F)cc1)C1=C(CCCC1=O)O2 | -5%
COc1ccc2[nH]cc(C(O)CN3CCC(C(N)=O)CC3)c2c1 (stereo not drawn) | -11%
CC(C)CN1C(=O)/C(=C/c2ccccc2F)SC1=S | -10%
CCc1nc(C)cn1S(=O)(=O)c1cc(C)c(OC)c(C)c1C | -15%
COc1ccc(Cl)cc1C(=O)N1CCN(c2cccc(Cl)c2)CC1 | 10%
COc1ccc(C(=O)N2CCCC2)cc1 | -18%
Cc1ccc(OC(=O)c2ccccc2C(=O)OCC(F)(F)C(F)F)cc1 | -5%
O=C(NCc1ccc(F)cc1)c1cccc(S(=O)(=O)N2CCCC2)c1 | 6%
COc1ccccc1NC(=O)C1CCC(=O)N1 (stereo not drawn) | -2%
O=C(c1cc(-c2ccccc2O)on1)N1CCc2ccccc2C1 | -10%
O=C(Nc1ccc2nn(-c3ccc(Cl)cc3)nc2c1)c1ccc([N+](=O)[O-])cc1 | -4%
O=C(Nc1ccccc1)Nc1nnc(SCCOc2ccccc2)s1 | -5%
COc1ccc(Cl)cc1C(=O)Nc1nnn(C)n1 | -1%
Cc1cc(C(=O)Nc2c(C)nn(Cc3ccccc3Cl)c2C)no1 | 0%
CC(NC(=O)c1ccc(Cl)cc1)C(=O)N1CCCCC1 (stereo not drawn) | -10%
c1ccc(CSc2nnc(NC3=NCCCCC3)s2)cc1 | -9%
c1cn(CCCNC2=NCCCCC2)cn1 | 1%
O=C(CCCn1c(SCC(=O)NCC2CCCO2)nc2ccccc2c1=O)NCc1ccccc1 (stereo not drawn) | -31%
CC(C)NC(=O)NC(=O)COc1cccc2c1OC(C)(C)C2 | -1%
Cc1nn(-c2ccccc2)c(N2CCCCC2)c1/C=N/O | -11%
Cc1cc(NC(=O)CCCC(=O)O)nc(C)n1 | -17%
O=C(c1ccc(CN2CCOCC2)cc1)N1CCC(Cc2ccccc2)CC1 | 1%
CCCn1c(SCC(=O)Nc2nnc(C)s2)nnc1-c1ccoc1C | 0%
Cc1ccc(NC(=O)C(NS(=O)(=O)c2cccc3nsnc23)C(C)C)nc1 (stereo not drawn) | 3%
O=C(C1=C(O)C(=O)N(c2nncs2)C1c1ccc(F)cc1)c1cccs1 (stereo not drawn) | 4%
O=C1NN(c2ccccc2)C(=O)/C1=C/c1ccccc1OCc1ccc(F)cc1 | 17%
O=C(NCc1cccs1)c1csc2c1CCCCC2 | -7%
COc1ccc(C2NC(=S)N(c3ccccc3)C(C)=C2C(=O)Nc2ccccc2)cc1 (stereo not drawn) | -2%
COc1ccc(C2C3=C(CC(C)(C)CC3=O)NC3=C2C(=O)CC(C)(C)C3)cc1Br | -7%
CCOc1ccccc1N1C(=O)NC(=O)/C(=C/C=C/c2ccco2)C1=O | -4%
COc1cc(C(=O)NC(NC(=S)Nc2ccc(Cl)c(Cl)c2)C(Cl)(Cl)Cl)cc(OC)c1OC (stereo not drawn) | -10%
CC(C)(C)C(=O)Cn1c(=N)n(Cc2ccccc2Cl)c2ccccc21 | 6%
COCc1c(C(=O)OCC(=O)N2c3ccccc3CC2C)oc2ccccc12 (stereo not drawn) | 3%

# 23 entries from above, with values ahead of the structure:
mouse EphA4 binding,SMILES
-15%,CCc1nc(C)cn1S(=O)(=O)c1cc(C)c(OC)c(C)c1C
10%,COc1ccc(Cl)cc1C(=O)N1CCN(c2cccc(Cl)c2)CC1
-18%,COc1ccc(C(=O)N2CCCC2)cc1
-5%,Cc1ccc(OC(=O)c2ccccc2C(=O)OCC(F)(F)C(F)F)cc1
6%,O=C(NCc1ccc(F)cc1)c1cccc(S(=O)(=O)N2CCCC2)c1
-2%,COc1ccccc1NC(=O)C1CCC(=O)N1 (stereo not drawn)
-10%,O=C(c1cc(-c2ccccc2O)on1)N1CCc2ccccc2C1
-4%,O=C(Nc1ccc2nn(-c3ccc(Cl)cc3)nc2c1)c1ccc([N+](=O)[O-])cc1
-5%,O=C(Nc1ccccc1)Nc1nnc(SCCOc2ccccc2)s1
-1%,COc1ccc(Cl)cc1C(=O)Nc1nnn(C)n1
0%,Cc1cc(C(=O)Nc2c(C)nn(Cc3ccccc3Cl)c2C)no1
-10%,CC(NC(=O)c1ccc(Cl)cc1)C(=O)N1CCCCC1 (stereo not drawn)
-9%,c1ccc(CSc2nnc(NC3=NCCCCC3)s2)cc1
1%,c1cn(CCCNC2=NCCCCC2)cn1
-31%,O=C(CCCn1c(SCC(=O)NCC2CCCO2)nc2ccccc2c1=O)NCc1ccccc1 (stereo not drawn)
-1%,CC(C)NC(=O)NC(=O)COc1cccc2c1OC(C)(C)C2
-11%,Cc1nn(-c2ccccc2)c(N2CCCCC2)c1/C=N/O
-17%,Cc1cc(NC(=O)CCCC(=O)O)nc(C)n1
1%,O=C(c1ccc(CN2CCOCC2)cc1)N1CCC(Cc2ccccc2)CC1
0%,CCCn1c(SCC(=O)Nc2nnc(C)s2)nnc1-c1ccoc1C
3%,Cc1ccc(NC(=O)C(NS(=O)(=O)c2cccc3nsnc23)C(C)C)nc1 (stereo not drawn)
4%,O=C(C1=C(O)C(=O)N(c2nncs2)C1c1ccc(F)cc1)c1cccs1 (stereo not drawn)
17%,O=C1NN(c2ccccc2)C(=O)/C1=C/c1ccccc1OCc1ccc(F)cc1

# Single values from the entries so far:
# mouse EphA4 binding, c1ccc(CSc2nnc(NC3=NCCCCC3)s2)cc1 = -9%
# mouse EphA4 binding, CCCn1c(SCC(=O)Nc2nnc(C)s2)nnc1-c1ccoc1C = 0%

# Carrying on:
compound | mouse EphA4 binding
COc1ccc(C(=O)NC2(C(F)(F)F)C(=O)Nc3c2c(=O)[nH]c(=O)n3CCc2ccc(OC)c(OC)c2)cc1 (stereo not drawn) | 0%
O=C(c1cc(F)c(F)cc1Cl)N1CCN(c2ccc([N+](=O)[O-])cc2Cl)CC1 | -3%
CC(C(=O)N(C1CC1)C1(C(=O)Nc2ccccc2)CCCC1)N1C(=O)c2ccccc2C1=O (stereo not drawn) | -3%
COc1cccc(CC(=O)n2nc(N)c3cc4ccc(OC)cc4nc32)c1 | -20%
O=C(NCCCN1CCc2ccccc2C1)Nc1ccc(Cl)cc1 | -10%
c1ccc(-c2cnc(-c3cccnc3)o2)cc1 | -10%
CCOC(=O)c1sc2ncn(CC(=O)N(CC)CC)c(=O)c2c1C | 6%
O=C1C(=O)N(c2nncs2)C(c2cccc(Br)c2)/C1=C(\O)c1ccc(F)cc1 (stereo not drawn) | -6%
CC(=O)Nc1ccccc1-c1nc2ccc(C(=O)N3CCN(c4cc(C)ccc4C)CC3)cc2[nH]c1=O | -10%
CC(C)(C)NC(=O)c1ccccc1-c1nc(-c2ccccc2Cl)no1 | -11%
CC(=O)n1c2c(c3ccccc31)OC(N)=C(C#N)C2c1ccc(C(C)C)cc1 (stereo not drawn) | 2%
O=C(CSc1nc2c(c(=O)[nH]1)CCC2)Nc1cccc(Cl)c1 | -11%
Cc1oc(C(=O)O)cc1CSCc1cc(C(=O)O)oc1C | -8%
Cc1ccc(-n2c(C)cc(C(=O)COC(=O)c3c(C)noc3C)c2C)cc1 | -2%
Cc1ccc2cc(C)c3nnc(SCC(=O)Nc4nc5c(s4)CCCC5)n3c2c1 | -4%
Cc1ccc(S(=O)(=O)NC(=O)N2CCN(Cc3ccccc3)CC2)cc1 | 9%
CC(O)(CS(=O)(=O)Cc1ccc(Cl)cc1)C(=O)Nc1cccc(C(F)(F)F)c1 (stereo not drawn) | -30%
Nn1c(SCC(=O)NCc2ccc3c(c2)OCO3)nnc1C1CC1 | -1%
Cc1ccc(-c2noc(CCc3ccccc3)n2)cc1 | 0%
CCCC(=O)c1ccc(N2CCOCC2)c(F)c1 | -1%
CCn1c(SCC(=O)Nc2ccc(N3CCOCC3)c(Cl)c2)nnc1-c1ccc(N)cc1 | 1%
O=C(c1ccccc1Oc1ccccc1)N1CCN(c2ccc([N+](=O)[O-])cc2)CC1 | -4%
CN(C)c1ncc(C(=O)O)cn1 | 0%
CNc1nc2sc3c(c2c(=O)n1C)CC(C)(C)SC3 | -10%
Cc1cc(C)n(-c2ccc(C(=O)NC(C)C)cc2)n1 | 1%
COc1cccc(C2C3=C(CCCC3=O)Nc3nc(-c4cc(OC)c(OC)c(OC)c4)nn32)c1 (stereo not drawn) | -10%
Oc1ccccc1-c1nnc(-c2ccc(C(F)(F)F)cc2)o1 | -5%
CC1(C)CC(=O)C2=C(C1)NC(=O)CC2c1cccc(F)c1 (stereo not drawn) | -2%
Cc1c(C(=O)O)sc(=S)n1CCOc1ccccc1 | -13%
COc1cc([N+](=O)[O-])ccc1N/C=C/C(=O)c1cccs1 | 5%
COc1cccc(Nc2nc3ccccc3n3nnnc23)c1 | -17%
Cc1ccc(OCCSc2nnc(-c3ccncc3)n2C)cc1 | 2%
O=C(Nc1ccc2oc(-c3cccnc3)nc2c1)c1cccc(OCc2ccccc2)c1 | 3%
COC(=O)c1ccccc1NC(=O)c1ccc(COc2ccc(C)c(C)c2)o1 | -7%
CC1=CC(C)(C)C(C(=O)O)C(C(=O)O)C1 (stereo not drawn) | -11%
CC(C#N)Sc1ncnc2sc3c(c12)CCC3 (stereo not drawn) | 1%
COc1ccc(NC(=S)N2CCN(C/C=C/c3ccccc3)CC2)cc1OC | -1%
COc1ccc(CCn2c(=S)[nH]c3cc(C(=O)NCc4ccco4)ccc3c2=O)cc1OC | -11%
CN1CCN(c2ccccc2NC(=O)c2cc3ccccc3o2)CC1 | -15%
CC1=C(C(=O)OC(C)C)C(c2ccco2)NC(=O)N1 (stereo not drawn) | 10%
Clc1ccc(CN2C3=NCCN3c3ccccc32)cc1Cl | -2%
Cn1c(=O)c2cc(S(=O)(=O)NCCC(=O)N3CC=C(c4ccccc4)CC3)ccc2n(C)c1=O | -8%
CC(C)(C)c1cc(Br)ccc1OCC(=O)Nc1ccccc1[N+](=O)[O-] | 18%
COC(=O)Cc1c(O)ccn(Cc2ccccc2OC)c1=O | -10%
Cc1cc(Cl)cc(C)c1OCC(=O)O | -9%
O=C(O)CCc1ccc(-c2ccc(Cl)cc2)n1CCC(=O)O | 3%
CC1(C)CC(=O)C(=CN2CCN(C(=O)c3ccco3)CC2)C(=O)C1 | -4%
